CD40 NFkB inh = CD40 pathway inhibition in BL2 cells | hit rate 0.94% among 83,000 | AID 1053188 | BL2 NF-kB luciferase reporter, CD40L-induced, 4 h | inhibition, % at 10 µM;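 active means mean inhibition of at least 50% with a set share of replicates also reaching that level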;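 further: 0% = neutral control wells and 100% = IKK inhibitor VII at 50 µM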
* = called active by the depositor; & = joins results of further samples; [ ] = dose if it differs, or a comment. Not all compounds are listed (hit frequency here may not be typical).

`CN1[C@@H]2CC[C@H]1CC(OC(=O)N1Cc3ccccc3NC1=O)C2` (some centres undefined) gave CD40 NFkB inh 10[25 µM].
Oc1ccc2c3c1OC1c4oc5ccccc5c4CC4(O)C(C2)N(CC2CC2)CCC314 (centres undefined) was read as CD40 NFkB inh 1[25 µM].
For C[C@@H]1O[C@@H](O[C@H]2C[C@@H](O)[C@]3(CO)[C@H]4[C@H](O)C[C@]5(C)[C@@H](C6COC(=O)C6)CC[C@]5(O)[C@@H]4CC[C@]3(O)C2)[C@H](O)[C@H](O)[C@H]1O (some centres undefined) the results were CD40 NFkB inh 67*.
Cc1ccsc1C(=O)C1CCCN(Cc2cnc(N)nc2)C1 (centres undefined) was read as CD40 NFkB inh 3.
For COc1ccc(OC(=O)N(C)C[C@H]2OCc3ccccc3-c3c(n(C)c4ccccc34)C(=O)N([C@H](C)CO)C[C@H]2C)cc1 the results were CD40 NFkB inh 24.
`c1ccc(CCCCN2CCC(c3ccccc3)CC2)cc1` gave CD40 NFkB inh 1[25 µM].
COc1cccc(C(=O)C2CCCN(Cc3ccon3)C2)c1 (centres undefined) was read as CD40 NFkB inh 8.
`CCc1cc2c(cc1-c1csc(C/C(N)=N/O)n1)C(C)(C)CCC2(C)C` gave CD40 NFkB inh 12.
O=C(NP(=O)(N1CC1)N1CC1)c1cc(I)ccc1I was read as CD40 NFkB inh 5.
`CCN(C(=O)COC(=O)C(O)(c1ccccc1)c1ccccc1)c1c(N)n(Cc2ccccc2)c(=O)[nH]c1=O` gave CD40 NFkB inh -2.
`Cc1cc(Cl)ccc1OCCCC(=O)NCc1cccs1` gave CD40 NFkB inh -6.
Screening Cc1ccc(OC(=O)N(C)C[C@@H]2OCc3cnnn3CCCC(=O)N([C@@H](C)CO)C[C@@H]2C)cc1 returned CD40 NFkB inh -17[25 µM].
`CN(C)C(=O)Oc1ccc(Cl)c2cccnc12` gave CD40 NFkB inh 6.
Cc1c(N)c(C)c([N+](=O)[O-])c(C)c1[N+](=O)[O-] was read as CD40 NFkB inh 6.
COC(=O)[C@H]1[C@H](CO)[C@H]2Cn3c(ccc(-c4cccc(F)c4)c3=O)[C@@H]1N2Cc1ccncc1 was read as CD40 NFkB inh -7[25 µM].
`CS(=O)(=O)N1CCCC(C(=O)N2CCC3(CC2)OCCO3)C1` (centres undefined) gave CD40 NFkB inh 14.
O=C(C1CC(=O)N(C2CCCCCCC2)C1)N1CCC2(CC1)OCCO2 (centres undefined) was read as CD40 NFkB inh -6.
Screening NNC(=O)c1ccc(O)cc1 returned CD40 NFkB inh -28.
Screening Cc1ncc(CN2CC=C(c3ccccc3)CC2)c(N)n1 returned CD40 NFkB inh -18[25 µM].
For c1cc2c(c(NC3=NCCCS3)c1)CCCC2 the results were CD40 NFkB inh 1.
Screening CCOC(=O)C1(CCc2ccccc2)CCN(Cc2cccc3c2OCO3)CC1 returned CD40 NFkB inh 21.
Screening O=c1cccc2n1C[C@H]1C[C@@H]2CN2CCCC[C@@H]12 returned CD40 NFkB inh -1.
For CNC(=O)Oc1cccc2ccccc12 the results were CD40 NFkB inh 9.
For Cc1ccc(N)cc1Cl the results were CD40 NFkB inh 3.
Cc1cc(CN(C)C)c(OC(=O)N(C)C)cc1C was read as CD40 NFkB inh 4.
Screening CC(NC(=O)N1CC1(C)C)c1ccccc1 (centres undefined) returned CD40 NFkB inh 7.
For O=C(Cc1cccs1)N1CCC2(CC1)OCCO2 the results were CD40 NFkB inh -2.
`Cc1nnc2ccc(N3CCN(C)CC3)nn12` gave CD40 NFkB inh 2.
Screening CCC1(c2ccccc2)C(=O)N(COC)C(=O)N(COC)C1=O returned CD40 NFkB inh 8.
For CC(=O)[C@@]1(O)CCC2C3CC=C4C[C@@H](O)CC[C@]4(C)C3CC[C@@]21C (some centres undefined) the results were CD40 NFkB inh 2.
`COC(=O)c1cc2c(s1)=NC=NP=2(N1CCOCC1)N1CCOCC1` gave CD40 NFkB inh 1.
`O=S(=O)(NC1CN2CCC1CC2)c1ccc(Cl)cc1` (centres undefined) gave CD40 NFkB inh 7.
Screening C/C=C/c1ccc(C2[C@@H]3CN(C(=O)C4CCCC4)C[C@H]2N3)cc1 (some centres undefined) returned CD40 NFkB inh 9&8[25 µM].
`CCCCC1(CCC)C(=O)NC(=S)NC1=O` gave CD40 NFkB inh 6.
For CC=Cc1ccc2n(c1=O)C[C@H]1[C@H](CO)[C@@H](C(=O)N(C)C)[C@@H]2N1C (mixture of isomers) the results were CD40 NFkB inh 0.
`CC1OC(OC2CC(O)C3(CO)C4C(O)CC5(C)C(C6=CC(=O)OC6)CCC5(O)C4CCC3(O)C2)C(O)C(O)C1O` (centres undefined) gave CD40 NFkB inh 73*[25 µM].
Screening COC(=O)[C@H]1[C@H](CO)[C@H]2Cn3c(ccc(C4=CCCCC4)c3=O)[C@@H]1N2C(=O)Cc1ccccn1 returned CD40 NFkB inh -16[25 µM].
For O=C(COC(=O)Cc1ccccc1)Nc1nnc(-c2ccccc2)o1 the results were CD40 NFkB inh 6.
`COc1ccc2cc(C(=O)C3CCCN(C4CCOCC4)C3)ccc2c1` (centres undefined) gave CD40 NFkB inh 22.
For O=C(Cc1cccnc1)N1CCCCN2[C@H](C1)[C@H](c1ccc(C#CC3CCCC3)cc1)[C@@H]2CO the results were CD40 NFkB inh 1[25 µM].
For CNCC(=O)c1ccc(O)c(O)c1 the results were CD40 NFkB inh 3.
O=C(O)[C@H]1[C@H](CO)[C@H]2Cn3c(ccc(-c4ccccc4)c3=O)[C@@H]1N2S(=O)(=O)c1ccccc1F was read as CD40 NFkB inh -3[25 µM].
For CC(=O)c1c(C)n(CCCOC(C)C)c2ccc(O)cc12 the results were CD40 NFkB inh 10.
Screening COc1ccc(CC2C(=O)NC(=O)N(c3ccccc3)C2=O)c(OC)c1 (centres undefined) returned CD40 NFkB inh -7.
Screening CN1CCC2(CC1)c1ccccc1-c1ccccc12 returned CD40 NFkB inh 9.
Screening CC(=O)C1CCC2C3CCC4CC(O)CCC4(C)C3C(O)CC12C (centres undefined) returned CD40 NFkB inh 8.
Screening O=C(NC1CN2CCC1CC2)c1ccc(-c2ccc([N+](=O)[O-])cc2)o1 (centres undefined) returned CD40 NFkB inh 11.
CCOC(=O)c1nsnc1NCCCl was read as CD40 NFkB inh 2.
Screening CC(=O)Nc1cc([As](=O)(O)O)ccc1O returned CD40 NFkB inh -5.
`CN1CCN(c2ccc([N+](=O)[O-])c(Sc3nncn3C)c2)CC1` gave CD40 NFkB inh -10.
Cc1ccccc1NC(=O)COC(=O)c1cc(C)n(C2CC2)c1C was read as CD40 NFkB inh -12.
For CC1(C)COC(Nc2ccc(Cl)cc2)=N1 the results were CD40 NFkB inh -4.
c1cnc2c(c1)ccc1ncccc12 was read as CD40 NFkB inh -6&13.
C[C@]12CC[C@H](O)CC1=CCC1C2CC[C@@]2(C)C1CC[C@@H]2OCc1ccccc1 (some centres undefined) was read as CD40 NFkB inh 7.
`Cc1c(NS(=O)(=O)c2ccccc2)ccc([N+](=O)[O-])c1Cl` gave CD40 NFkB inh 8.
CCOc1ccc(-n2c(O)c(N=Nc3ccc([N+](=O)[O-])cc3)c(=O)[nH]c2=O)cc1 was read as CD40 NFkB inh 13.
For c1ccc(CC(c2ccccc2)N2CCCCC2)cc1 (centres undefined) the results were CD40 NFkB inh -3[25 µM].
Screening COc1ccc(C#Cc2ccc([C@@H]3[C@H](CO)N4CCCCN(C(=O)Cc5ccccc5)C[C@@H]34)cc2)cc1 returned CD40 NFkB inh -27.
For c1cc(Cc2cnc[nH]2)ccn1 the results were CD40 NFkB inh -8[25 µM].
For CN1CCN(c2ccc(NC(=O)Oc3ccccc3)cc2)CC1 the results were CD40 NFkB inh 6.
CCOc1ccc(NC(=O)C2C3c4ccccc4C(c4ccccc43)C2C(=O)O)cc1 (centres undefined) was read as CD40 NFkB inh 1.
Cc1c(C(=O)Nc2ccccc2)c2cc(O)ccc2n1Cc1ccccc1 was read as CD40 NFkB inh 13.
For O=C(Cn1cnc2ccccc2c1=O)NCC(=O)N1CCC2(CC1)OCCO2 the results were CD40 NFkB inh 10.
Cc1ccc(OP(=O)(NC(C)c2ccccc2)Oc2ccc(C)cc2)cc1 (centres undefined) was read as CD40 NFkB inh 10.
For CCN(CC)c1ccc([N+](=O)[O-])c2cccnc12 the results were CD40 NFkB inh 1.
COc1ccccc1NC(=O)COC(=O)c1cc(C)n(C2CC2)c1C was read as CD40 NFkB inh 4.
Screening CN(C)Cc1c[nH]c2cc([N+](=O)[O-])ccc12 returned CD40 NFkB inh 0.
For CN(C)c1ccc(C2C3C=CC(C3)C2(C#N)C(=O)O)c(Br)c1 (centres undefined) the results were CD40 NFkB inh 2.
C[C@]12CCC3C(C(=O)C[C@H]4C[C@@H](O)CC[C@]34C)C1CCC2=O (some centres undefined) was read as CD40 NFkB inh -2.
For C=CCN1[C@@H]2CN(S(C)(=O)=O)C[C@H]1C2c1ccc(Br)cc1 (some centres undefined) the results were CD40 NFkB inh -3.
For Cc1oc2ccc(OC(=O)N(C)C)cc2c1C(=O)OC(C)C the results were CD40 NFkB inh -5.
`Cc1ccsc1C(=O)C1CCCN(Cc2cc3ccccc3o2)C1` (centres undefined) gave CD40 NFkB inh 9.
For COC(=O)[C@H]1[C@H](CO)[C@H]2Cn3c(cccc3=O)[C@H]2N1CC1CC1 the results were CD40 NFkB inh 2[25 µM].
Screening CCCN1[C@@H]2Cn3c(ccc(-c4cccc(OC)c4)c3=O)[C@H]1[C@@H](C(=O)OC)[C@@H]2CO returned CD40 NFkB inh -1[25 µM].
`C[C@]12CCC3C(CC[C@@H]4C[C@H](O)CC[C@]34C)C1CCC2=O` (some centres undefined) gave CD40 NFkB inh 11.
`CNc1ccc2oc(C[C@H]3O[C@@]4(CC[C@H]3C)O[C@H]([C@H](C)C(=O)c3ccc[nH]3)[C@H](C)C[C@H]4C)nc2c1C(=O)O` gave CD40 NFkB inh 2[25 µM].
Screening CC(=O)N1N=C2C3CCN(CC3)C2C1c1ccc(Br)cc1 (centres undefined) returned CD40 NFkB inh 9.
Cc1nn(Cc2ccccc2)c(C)c1C(=O)NCc1ccccc1 was read as CD40 NFkB inh 4.
Screening S=C1NCCN1 returned CD40 NFkB inh 21.
FC(F)(F)c1cccc(-n2nnnc2C2(N3CCOCC3)CCCCC2)c1 was read as CD40 NFkB inh 14.
`CCCNC(=O)[C@@H]1[C@@H](CO)[C@@H]2Cn3c(cccc3=O)[C@@H]2N1C` gave CD40 NFkB inh -4.
Screening c1ccc2cc(CC3=NCCN3)ccc2c1 returned CD40 NFkB inh 11.
`Cc1cc(C(=O)OCC(=O)Nc2ccc(F)cc2)c(C)n1C1CC1` gave CD40 NFkB inh -9.
`CCOC(=O)CC(SP1(=S)OCC2(CC=CCC2)CO1)C(=O)OCC` (centres undefined) gave CD40 NFkB inh 22.
`NC(=S)/N=C/c1c(O)[nH]c(=O)[nH]c1=O` gave CD40 NFkB inh -4.
For CC(=O)OC12COC1CC(O)C1(C)C(=O)C(O)C3=C(C)C(O)CC(O)(C(OC(=O)c4ccccc4)C21)C3(C)C (centres undefined) the results were CD40 NFkB inh -23.
For C/C(=N\N=C(N)N)c1ccccc1 the results were CD40 NFkB inh 7.
C/C=C/c1ccc([C@H]2[C@@H](CO)N3CCCCN(C(=O)Cc4cccnc4)C[C@@H]23)cc1 was read as CD40 NFkB inh -4[25 µM].
`COc1cccc(NC(=O)CN2CC(c3ccccc3)CC2=O)c1` (centres undefined) gave CD40 NFkB inh 2.
For COC(=O)[C@H]1[C@H](CO)[C@H]2Cn3c(ccc(-c4cccc(C(=O)N(C)C)c4)c3=O)[C@@H]1N2CC1CC1 the results were CD40 NFkB inh -2[25 µM].
For Cc1ccc(S(=O)(=O)Cc2ccc(C(=O)N3CCC4(CC3)OCCO4)o2)cc1 the results were CD40 NFkB inh 3.
`COC(=O)C12OCC34C(CC5C(C)=C(O)C(=O)CC5(C)C3C(O)C1O)OC(=O)C(OC(=O)/C=C(\C)C(C)C)C24` (centres undefined) gave CD40 NFkB inh 92*.
`Cc1nc2c(C(=O)N3CCC4(CC3)OCCO4)cnn2c(C)c1Cc1cccc(Cl)c1` gave CD40 NFkB inh -13.
For COC(=O)[C@H]1[C@H](CO)[C@H]2Cn3c(ccc(-c4ccccc4)c3=O)[C@@H]1N2S(=O)(=O)c1ccccc1C the results were CD40 NFkB inh -12[25 µM].

As a working copy, three of the compounds above:
`COC(=O)C12OCC34C(CC5C(C)=C(O)C(=O)CC5(C)C3C(O)C1O)OC(=O)C(OC(=O)/C=C(\C)C(C)C)C24` (centres undefined) gave CD40 NFkB inh 92*.
`Cc1nc2c(C(=O)N3CCC4(CC3)OCCO4)cnn2c(C)c1Cc1cccc(Cl)c1` gave CD40 NFkB inh -13.
For COC(=O)[C@H]1[C@H](CO)[C@H]2Cn3c(ccc(-c4ccccc4)c3=O)[C@@H]1N2S(=O)(=O)c1ccccc1C the results were CD40 NFkB inh -12[25 µM].

Of the compounds above, 13 have four or more nitrogen atoms:
Cc1ccsc1C(=O)C1CCCN(Cc2cnc(N)nc2)C1 (centres undefined) was read as CD40 NFkB inh 3.
`CCN(C(=O)COC(=O)C(O)(c1ccccc1)c1ccccc1)c1c(N)n(Cc2ccccc2)c(=O)[nH]c1=O` gave CD40 NFkB inh -2.
Screening Cc1ccc(OC(=O)N(C)C[C@@H]2OCc3cnnn3CCCC(=O)N([C@@H](C)CO)C[C@@H]2C)cc1 returned CD40 NFkB inh -17[25 µM].
Screening Cc1ncc(CN2CC=C(c3ccccc3)CC2)c(N)n1 returned CD40 NFkB inh -18[25 µM].
`Cc1nnc2ccc(N3CCN(C)CC3)nn12` gave CD40 NFkB inh 2.
`COC(=O)c1cc2c(s1)=NC=NP=2(N1CCOCC1)N1CCOCC1` gave CD40 NFkB inh 1.
`CN1CCN(c2ccc([N+](=O)[O-])c(Sc3nncn3C)c2)CC1` gave CD40 NFkB inh -10.
CCOc1ccc(-n2c(O)c(N=Nc3ccc([N+](=O)[O-])cc3)c(=O)[nH]c2=O)cc1 was read as CD40 NFkB inh 13.
For O=C(Cn1cnc2ccccc2c1=O)NCC(=O)N1CCC2(CC1)OCCO2 the results were CD40 NFkB inh 10.
FC(F)(F)c1cccc(-n2nnnc2C2(N3CCOCC3)CCCCC2)c1 was read as CD40 NFkB inh 14.
`NC(=S)/N=C/c1c(O)[nH]c(=O)[nH]c1=O` gave CD40 NFkB inh -4.
For C/C(=N\N=C(N)N)c1ccccc1 the results were CD40 NFkB inh 7.
`Cc1nc2c(C(=O)N3CCC4(CC3)OCCO4)cnn2c(C)c1Cc1cccc(Cl)c1` gave CD40 NFkB inh -13.
